TCR activator = activates T cell receptor signaling; primary human leukocytes, anti-CD3, IL-2 HTRF, 48 h; Potency, µM (top dose mostly 9.22 µM), inactives show at the top dose activation of IL-2 secretion, hits mostly activators; 330,000 tested, under 10 active; active means well fitted activation curve with a large enough effect; inconclusive means small, poorly fitted or top-dose-only effect, or another doubt; inactive means no such curve, though single readings can be large or run the other way; further: % of control where 0% means no effect
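HTRF read-out of IL-2 secretion: europium cryptate donor excited at 320nm, d2 acceptor emission at 665nm. Cells were primary human leukocytes incubated 48 hr with compounds and a-CD3 beads, supplying TCR signal only.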
Giardia killer = Giardia lamblia killing; 340,000 compounds, 0.15% hits; Giardia lamblia trophozoite viability; activity change, % at 7.66 µM, hits read low; in the data active means activity change below about -80%; inconclusive means between about -30% and that limit;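 further: parasites exposed to compound for two days anaerobically before the ATP read; on the % scale 0 is the no-effect control and ±100 the full control effect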
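Anaerobic 48 hrs incubation at 37 deg C of 100 trophozoites/well with test compounds; ATPLite 1-Step luminescence, 15-30 min RT, reports cellular ATP as viability.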
KCNH2 WT inh = KCNH2 (human, wildtype) channel inhibition; U2OS, BacMam KCNH2, thallium flux FluxOr; active compounds read low; 340,000 compounds, 0.37% hits; activity change, % at 1.84 µM; Q12809;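 active means maximum activity change below -70%; inconclusive means maximum activity change between -70% and -50%; inactive means maximum activity change above -50%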; further: on the % scale 0 is the no-effect control and ±100 the full control effect
Target sequence (Q12809 whole entry, looked up): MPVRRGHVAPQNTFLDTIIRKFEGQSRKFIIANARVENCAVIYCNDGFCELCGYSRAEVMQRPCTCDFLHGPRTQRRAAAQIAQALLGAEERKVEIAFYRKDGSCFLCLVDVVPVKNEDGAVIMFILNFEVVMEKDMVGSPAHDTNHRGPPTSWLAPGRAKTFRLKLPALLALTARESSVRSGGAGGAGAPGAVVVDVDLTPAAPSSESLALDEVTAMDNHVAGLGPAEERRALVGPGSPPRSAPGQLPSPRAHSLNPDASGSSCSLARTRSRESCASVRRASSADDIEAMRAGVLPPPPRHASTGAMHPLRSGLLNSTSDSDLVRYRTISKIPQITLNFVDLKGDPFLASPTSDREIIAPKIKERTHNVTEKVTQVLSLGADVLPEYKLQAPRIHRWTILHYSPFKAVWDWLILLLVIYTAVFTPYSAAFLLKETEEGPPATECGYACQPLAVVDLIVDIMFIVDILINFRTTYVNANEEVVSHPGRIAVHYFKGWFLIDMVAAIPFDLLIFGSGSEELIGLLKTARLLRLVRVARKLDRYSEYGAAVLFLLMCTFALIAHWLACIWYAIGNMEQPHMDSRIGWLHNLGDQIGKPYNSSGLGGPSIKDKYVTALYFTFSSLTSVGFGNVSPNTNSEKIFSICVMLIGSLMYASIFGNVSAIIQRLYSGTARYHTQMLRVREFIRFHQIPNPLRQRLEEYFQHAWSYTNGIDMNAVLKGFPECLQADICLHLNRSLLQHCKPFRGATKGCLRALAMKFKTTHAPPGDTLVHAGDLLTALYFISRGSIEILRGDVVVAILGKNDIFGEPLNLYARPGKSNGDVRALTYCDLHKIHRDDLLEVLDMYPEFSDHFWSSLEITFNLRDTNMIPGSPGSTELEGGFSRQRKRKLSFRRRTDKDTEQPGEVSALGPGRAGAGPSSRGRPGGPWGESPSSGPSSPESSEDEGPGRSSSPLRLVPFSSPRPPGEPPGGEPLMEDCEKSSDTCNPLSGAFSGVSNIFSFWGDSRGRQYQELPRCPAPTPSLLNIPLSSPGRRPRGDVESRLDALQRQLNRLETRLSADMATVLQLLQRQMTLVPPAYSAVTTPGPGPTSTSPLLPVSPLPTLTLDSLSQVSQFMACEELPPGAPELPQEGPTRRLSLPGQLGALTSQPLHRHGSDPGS
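U2OS cells were transduced with wild-type KCNH2 virus (2.03 x 10^8 / mL) for 4 h at room temperature, then cultured overnight at 37 C. Thallium flux was read with FluxOr dye. Rate constants were normalized to DMSO controls.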
Starred values were filed as active, the others as inactive; ? = inconclusive; [ ] = remark or other dose. Not all compounds are listed. The share of hits here may be higher or lower than overall.

SMILES	TCR activator	Giardia killer	KCNH2 WT inh
CCC(=O)Nc1nnc(SCC(=O)NCC2CCCO2)s1 (stereo not given)	11%	-11	-1
N#CC(OC(=O)c1ccccc1)c1ccccc1 (stereo not given)	6%	-2	12
O=C(c1ccccc1)c1ccc(O)c(O)c1O	-2%	-6	6
Cc1ccccc1C(=O)NNC(=O)CCCCC(=O)NNC(=O)c1ccccc1C	-3%	4	2
CCCCn1c(N)c(N(CCOC)C(=O)CC2CCCCC2)c(=O)[nH]c1=O	4%	3	-4
Cc1ccc2nc(-c3ccccc3)nn2c1	2%	-26	2
COc1ccccc1C(CNC(=O)c1ccc(NS(=O)(=O)c2ccc(C(C)=O)cc2)cc1)N1CCCC1 (stereo not given)	-2%	5	0
COC(=O)c1oc2ccc(Br)cc2c1NC(=O)CN1CCN(C)CC1	8%	10	14
O=C(O)C1(O)C[C@@H](O)C(O)[C@H](O)C1 (stereo not given in full)	-15%	11	8
O=C(NCc1ccc(OC(F)(F)F)cc1)C1CC(c2ccc(C(F)(F)F)cc2)=NO1 (stereo not given)	-3%	-9	1
Cc1[nH]nc(C(F)(F)F)c1N=NN1CCOCC1	-1%	11	7
CCN(CC)c1ccc(C=NNc2ccc([N+](=O)[O-])cn2)cc1	-31%	4	-7
O=C(Nc1ccccc1)C1=C[C@H](c2ccc(C(F)(F)F)cc2)C[C@H](OCCCCO)O1	-2%	-15	1
O=C(Cc1ccc(Cl)cc1)Nc1cc(Cl)ccn1	-1%	-17	0
O=C(NCc1ccccc1)c1onc(CSc2ccc(F)cc2)c1C(=O)NCc1ccccc1	-1%	8	1
CCCC1(CC)C(=O)NC(=O)N=C1N (stereo not given)	-8%	-2	3
CNN/C(N=Cc1ccc([N+](=O)[O-])s1)=N\S(=O)(=O)c1cc(C)c(Cl)cc1SCc1ccccc1	0%	-86*	-25
CN(CCc1ccccc1)C(=O)c1ccc(NC(=O)Cc2cccc(NC(=O)C3CCN(S(=O)(=O)c4cccc([N+](=O)[O-])c4)CC3)c2)cc1	6%	?	12
CN(C)CC/C=C1\c2ccccc2Sc2cc(F)c(Cl)cc21	5%	14	4
CSc1ccc(/C=C2\NC(=O)NC2=O)cc1	2%	?	-6
CC1CN(S(=O)(=O)c2cccc(C(=O)NCC(c3cccs3)N3CCOCC3)c2)CC(C)O1 (stereo not given)	4%	-3	-4
CC(C)(C)OC(=O)N1CCC(C(=O)Nc2cccc(C(=O)NCCCCc3ccccc3)c2)CC1	-3%	21	3
Clc1nc(NCCc2ccccc2)c2cn[nH]c2n1	-2%	13	-7
Cc1cn(C2OC(CC(=O)Oc3ccccc3)C(O)C2O)c(=O)[nH]c1=O (stereo not given)	6%	1	-3
COc1cccc2c3c(c(=O)[nH]c12)CC(C)(C)O3	-1%	0	1
C=CC1CN(C(=O)OCC(Cl)(Cl)Cl)C2CC3c4ccc(OC)cc4NC3C3CC1C2CO3 (stereo not given)	-5%	-14	4
O=[N+]([O-])c1ccc(N2CCOCC2)cc1	-9%	2	1
O=C(CCN1CCCCCC1)Nc1ccccc1F	-8%	30[activator]	-2
CCN1C[C@@H]2[C@@H]3C(=O)N(Cc4ccccc4)C(=O)[C@@H]3[C@](C)(C1=O)N2C(=O)c1ccc(Br)cc1	-1%	-11	10
Clc1cccc(CN2CCC3CC2c2cc(N4CCCCC4)ccc23)c1 (stereo not given)	-7%	-8	3

Profiles from above:
Results for COc1cccc2c3c(c(=O)[nH]c12)CC(C)(C)O3 : TCR activator = -1%; Giardia killer = 0; KCNH2 WT inh = 1
Results for CCC(=O)Nc1nnc(SCC(=O)NCC2CCCO2)s1 (stereo not given) : TCR activator = 11%; Giardia killer = -11; KCNH2 WT inh = -1

Back to the main list, starting four compounds before the break.
SMILES	TCR activator	Giardia killer	KCNH2 WT inh
O=[N+]([O-])c1ccc(N2CCOCC2)cc1	-9%	2	1
O=C(CCN1CCCCCC1)Nc1ccccc1F	-8%	30[activator]	-2
CCN1C[C@@H]2[C@@H]3C(=O)N(Cc4ccccc4)C(=O)[C@@H]3[C@](C)(C1=O)N2C(=O)c1ccc(Br)cc1	-1%	-11	10
Clc1cccc(CN2CCC3CC2c2cc(N4CCCCC4)ccc23)c1 (stereo not given)	-7%	-8	3
O=C1N(Cc2ccccc2)CC2(Br)COCOC12O (stereo not given)	1%	-14	-22
O=[N+]([O-])c1cc(S(=O)(=O)Nc2ccccc2)ccc1Nc1ccccc1	3%	1	-1
CCOC(=O)c1cc2c(c(CCO)n1)[C@H](CCO)N(S(=O)(=O)C(C)(C)C)C2	9%	-4	-9
CN1OC[C@@H]2CN[C@H](c3cccc(-c4ccc(C#N)cc4)c3)C[C@@H]21	4%	-1	7
C=CCc1ccc(OCCCNC2CCCC2)c(OC)c1	2%	-5	50
CC(=O)OC1C([N+]2(C)CCCCC2)C[C@H]2C3CC[C@H]4C[C@H](OC(C)=O)C([N+]5(C)CCCCC5)CC4(C)[C@H]3CCC12C (stereo not given in full)	2%	-4	0
O=C1c2ccccc2S(=O)(=O)c2cc(N3CCC4(CC3)OCCO4)ccc21	4%	-26	-3
CN(Cc1nc2ccccc2c(=O)[nH]1)C(=O)c1cc(-c2ccc(Br)cc2)nc2ccccc12	-8%	-6	-15
Cc1nc(-c2ccc(Cl)cc2)sc1C1(C)CC(c2ccccc2Br)=NO1 (stereo not given)	0%	9	1
CCCCCCSc1cccc(-c2nc3ccc(Cl)cn3c2NCCCC)c1	-1%	12	-10
COc1ccc(NC(=O)c2cnc3ccccn3c2=O)c(OC)c1	8%	-1	-6
O=C(OCc1ccccc1)N1CCC2CC1c1c(-c3ccc(C(F)(F)F)cc3)cccc12 (stereo not given)	-4%	8	-6
CCN(CC)c1ncnc2c1nnn2C	-2%	-18	-6
CC(=O)OC1C=CCC2C(=O)c3cccc(O)c3C(O)C12 (stereo not given)	4%	-14	-5
CN1C[C@@H]2[C@@H]3C(=O)N(C)C(=O)[C@@H]3[C@](Cc3ccccc3)(C1=O)N2C(=O)c1ccc(Cl)cc1	0%	-3	1
O=C1NC(=O)N(Cc2ccccc2)CC1Br (stereo not given)	4%	7	-2
Cc1cccc(C)c1OCC(O)CN1CCc2ccccc2C1 (stereo not given)	-2%	-21	12
OCCN(Cc1ccccc1)Cc1ncccc1O	-6%	-5	-8
COc1ccc(NC(=O)CCCNC(=O)c2ccc(Cl)cc2)cc1S(=O)(=O)N1CCOCC1	-6%	-7	-7
O=C(C1CCN(c2nc(-c3ccccc3)nc3c2CCC3)CC1)N1CCCC1	-4%	?	7
O=c1[nH]c(Sc2ccc([N+](=O)[O-])cc2[N+](=O)[O-])nc2ccccc12	1%	-21	-2
COc1ccc(C(=O)NCC(C)(C)CNC(=O)c2ccc(OC)cc2)cc1	-1%	-13	-20
CC(=NNC(=S)N1CC2CCC(CC2)C1)c1ccncn1	7%	-18	-15
CCOc1ccc(OCCC(=O)N(CC(C)C)c2c(N)n(Cc3ccccc3)c(=O)[nH]c2=O)cc1	3%	2	-2
COc1ccc([C@H]2/C=C\CN(Cc3ccc(N(C)C)cc3)[C@@H](C)C(=O)N2Cc2ccc(F)cc2)cc1	-4%	9	1
COc1cc(CC(=O)Nc2cc(S(=O)(=O)N3CCOCC3)ccc2N2CCCC2)cc(OC)c1OC	-8%	10	-1
CCOC(=O)Nc1cc(NC(=O)OCC)ncn1	1%	-10	4
C=C1C(=O)O[C@H]2[C@H]1[C@H](OC(=O)/C(C)=C\C)C[C@]1(CO1)[C@@H]1[C@H](OC(C)=O)C=C(C)[C@]21O	-3%	-2	1
CN(C(=O)c1cccc(NC(=O)Cc2ccc(NC(=O)C3CCN(C(=O)C4CCCCC4)CC3)cc2)c1)C1CCCC1	-2%	1	-6
O=C1CC[C@@H]2CC(N3CCN(c4ccccc4)CC3)C[C@@H]3CCN1[C@H]23 (stereo not given in full)	-5%	?	-1
CCN(C(=O)CSc1nnc(-c2cccc(Cl)c2)n1N)c1c(N)n(Cc2ccccc2)c(=O)[nH]c1=O	-5%	-4	4
Cc1ccc(NC(=O)c2cc(S(=O)(=O)N3CCCCC3)ccc2N2CCOCC2)cc1S(=O)(=O)N(C)C	-24%	-10	0
O=C(Cn1ccccc1=S)c1ccc(Cl)c(Cl)c1	2%	-6	-2
O=C1C(C=NCCCn2ccnc2)=C(O)c2ccccc21	-3%	-3	-7
O=C1CC(c2ccc(F)cc2)CC(O)=C1C=NCCN1CCNCC1 (stereo not given)	-2%	-20	1
COc1ccc(CCc2ccc3ccccc3n2)cc1	3%	?	-5
Cc1ccc(NC(=O)NC2OC(=O)c3ccccc32)cc1 (stereo not given)	13%	12	2
Cc1cccc2nnc(-c3ccccc3)n12	6%	-3	-6
CCN(CC)CCNC(=O)c1ccc(NC(=O)c2ccc(S(=O)(=O)N3CCCC3)cc2)cc1	3%	-8	4
Cc1ccc(-c2cc(C(=O)N/N=C/c3cccnc3)c3ccccc3n2)cc1C	10%	-23	2
C/C(=N\NC(=O)CN1CCCCC1)c1cccc([N+](=O)[O-])c1	0%	2	6
CCOc1ccccc1N1CCN(C(=O)c2c(-c3c(F)cccc3Cl)noc2C)CC1	8%	0	5
O=C(c1ccc(Cl)cc1)c1cccc(O)c1	-19%	15	-4
CCOC(=O)C1(Cc2ccccc2)C(=O)Nc2ccccc21 (stereo not given)	-4%	2	0
CCC(C)c1nc2ccsc2c(N2CCOC2=O)c1-c1ccccc1 (stereo not given)	-4%	35[activator]	-7
COc1cc(O)cc2c1[C@@H]1Oc3c(ccc(O)c3CC=C(C)C)[C@@H]1CO2	-6%	2	-5
O=C(O)C1=C(C2CCCCC2)C(=O)c2ccccc21	3%	3	-8
COc1cc2c(cc1OC)C(c1cc(Br)ccc1O)N(C(C)=O)CC2 (stereo not given)	-10%	1	-4
CCOC(=O)N1CCC2CC1c1cc(Cl)ccc12 (stereo not given)	-2%	6	2
Cc1cccc(C(=O)Nc2scc(-c3ccc(Br)cc3)c2C(=O)O)c1	3%	-1	-1
CC(=O)NC(Cc1ccccc1)C(=O)Oc1ccc2ccccc2c1 (stereo not given)	3%	-2	2
CC(C)(C)S(=O)N1Cc2cc(CO)cc(CCO)c2[C@H]1CCO (stereo not given in full)	-4%	2	-2
CCOC(=O)COc1ccccc1/C=N/Nc1nnc2c3ccccc3n(C)c2n1	-11%	-18	7
Cc1ccc(C(=O)CCC(=O)Nc2cccc(C(F)(F)F)c2)cc1C	0%	-16	-11
COc1ccc(C2CC(c3ccccc3O)=NN2c2ccccc2)cc1 (stereo not given)	-3%	12	-3
NC(=S)c1ccc[n+]([O-])c1	-9%	10	-3
CN(C)c1nc(N)c2nccnc2n1	-1%	-21	3
Cc1noc(C)c1CSCC(=O)Nc1ccccc1N1CCCC1	0%	-1	-4
COC(=O)C(C)Oc1cc(C)ccc1COc1ccc(-n2nc(C)n(C(F)F)c2=O)cc1 (stereo not given)	-12%	-4	1
O=C(NCc1ccccc1)C1=C[C@@H](C2CCCCC2)C[C@@H](OCCCCO)O1	6%	27	-2

(cont.)
SMILES	TCR activator	Giardia killer	KCNH2 WT inh
O=C(CN1CCOc2ccccc21)N1CCC(Cc2ccccc2)CC1	-1%	-15	-2
Cc1cc2c(cc1C)N(C(=O)CCl)CCN2C(=O)CCl	-1%	5	-5
Cc1cccc(Nc2nc(N)nc(CN3CCN(c4ccccc4F)CC3)n2)c1	4%	44[activator]	25
COc1ccccc1N1CCN(CCCN2C(=O)C3CCCCN3C2=O)CC1 (stereo not given)	3%	-5	6
CCN1C[C@@H]2[C@@H]3C(=O)N(Cc4ccccc4)C(=O)[C@@H]3[C@](CC)(C1=O)N2C(=O)c1ccc(C(C)(C)C)cc1	-3%	-5	-21
OC(c1ccccc1)(c1ccccc1)c1nccn1-c1ccccc1	0%	5	3
CCCCNC(=O)c1ccccc1C(=O)NC1(C(=O)NCCCC)CCCC1	-4%	3	-3
O=C1OC(Sc2ccccc2)(c2ccccc2)c2ccccc21 (stereo not given)	-1%	-11	-6
CCOc1ccc(S(=O)(=O)NC2CCCCC2C)cc1 (stereo not given)	2%	5	8
COc1ccc([C@@H]2COc3c(ccc4c3C=CC(C)(C)O4)C2)c(OC)c1	2%	-1	2
C=CCNC(=S)N1N=C(c2ccco2)CC1c1ccco1 (stereo not given)	0%	5	7
CN(C)c1ccc(Cc2cc3c(O)ccc(O)c3cc(Cc3ccc(N(C)C)cc3)c2=O)cc1	-4%	-18	6
CC(=O)N1CCc2ccc(N)cc21	5%	-2	1

As entered above.
Cc1cccc(Nc2nc(N)nc(CN3CCN(c4ccccc4F)CC3)n2)c1 | KCNH2 WT inh = 25
CC(=O)N1CCc2ccc(N)cc21 | TCR activator = 5%
Cc1cc2c(cc1C)N(C(=O)CCl)CCN2C(=O)CCl | KCNH2 WT inh = -5
CCCCNC(=O)c1ccccc1C(=O)NC1(C(=O)NCCCC)CCCC1 | Giardia killer = 3
